GLP-1R agonist – qHTS of GLP-1 Receptor Agonists; Glucagon-like peptide 1 receptor (Homo sapiens), P43220; HEK293 GLP-1R CRE-luciferase, luminescence, 4-6 h; cells express a hypersensitive GLP-1R form; Potency, µM (doses to about 45.6 µM), for inactives: at the highest dose activation, most hits filed as activators; hit rate 0.007% among 380,000; AID 624172, 2012; note: % of control where 0% means no effect
Target sequence (P43220 whole entry, looked up): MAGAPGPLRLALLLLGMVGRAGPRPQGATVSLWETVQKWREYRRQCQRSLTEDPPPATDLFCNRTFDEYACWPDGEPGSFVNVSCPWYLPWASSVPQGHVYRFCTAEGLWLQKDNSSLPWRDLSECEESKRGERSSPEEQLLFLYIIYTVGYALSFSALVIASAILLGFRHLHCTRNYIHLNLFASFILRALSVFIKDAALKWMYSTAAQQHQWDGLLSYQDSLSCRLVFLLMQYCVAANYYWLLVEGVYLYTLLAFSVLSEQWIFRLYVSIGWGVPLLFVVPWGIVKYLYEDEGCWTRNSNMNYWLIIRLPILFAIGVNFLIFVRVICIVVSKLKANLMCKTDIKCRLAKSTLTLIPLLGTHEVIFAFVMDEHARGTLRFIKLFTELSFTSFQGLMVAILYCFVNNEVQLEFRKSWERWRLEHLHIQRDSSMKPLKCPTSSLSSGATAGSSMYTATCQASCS
SW480 rereplic – A quantitative high throughput screen for small molecules that induce DNA re-replication in SW480 colon adenocarcinoma cells; hit rate 1.8% among 340,000; SW480 DNA re-replication, Hoechst DNA content imaging, 48 h; AID 624297, 2012; Potency, µM (series often up to 46.1 µM), without a hit: at the highest dose re-replication activation, actives largely listed as activators; note: % of control where 0% means no effect; nearly all actives have a fitted effect of over 55% in size
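Cells (250 per well) received 23 nL compound or DMSO by pin tool and were kept 48 hr at 37 C, 5% CO2. Nuclei were then stained with Hoechst for 40 min and scanned for DNA content.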
KB-3-1 tox – qHTS assay for MDR1-selective chemotherapeutics: Primary screen using the parental adenocarcinoma cell KB-3-1. KB-3-1 viability, CellTiter-Glo ATP luminescence, 72 h. hit rate 1.4% among 400,000. Potency, µM (series often up to 46.1 µM), for the others: at the highest dose activity change, negative = cytotoxic, most hits filed as cytotoxic; note: % is set by controls: 0 for no effect and ±100 for the full control effect; nearly all actives have a fitted effect of over 60% in size
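Screening of KB-3-1 cells (DMEM, 10% FBS, phenol-red free) ran from lowest to highest compound concentration; after 72 h at 37 °C viability was read luminescently and curves fitted.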
GLP-1R inv ag – qHTS of GLP-1 Receptor Inverse Agonists (Inhibition Mode); hit rate 1.6% among 410,000; AID 624417, 2012; Glucagon-like peptide 1 receptor (Homo sapiens), P43220; Potency, µM (series often up to 38.3 µM), inactives show at the top dose activity change, negative = inhibition, most hits filed as inhibitors; HEK293 GLP-1R CRE-luciferase, luminescence, 24 h; GLP-1R form is constitutively active; note: % is set by controls: 0 for no effect and ±100 for the full control effect; nearly all actives have a fitted effect of over 55% in size
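Luminescence readout: a drop in cAMP-driven luciferase signal flags inverse agonism at a constitutively active GLP-1R stably expressed in HEK293. Compound exposure lasted 24 hr at 37 deg C, 5% CO2.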
HT1080 IDH1KD tx – qHTS for induction of synthetic lethality in tumor cells producing 2HG: qHTS for the HT-1080-IDH1KD cell line. hit rate 2% among 360,000. HT-1080 IDH1 knockdown viability, ATP luminescence, 48 h. Potency, µM (titrated, usually from 46.1 µM), inactives show at the top dose activity, negative = toxicity, usual class: cytotoxic. AID 686971, 2013;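 note: 0% = DMSO wells and -100% = cell-free medium wells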
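Cytotoxicity counter-line: IDH1KD HT-1080, 48 h, CellTiter-Glo. Curves classed by r2, magnitude and activity.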
KB-V1 cytotox – qHTS assay for MDR1-selective chemotherapeutics: Primary screen using the drug-selected MDR subline cells KB-V1. KB-V1 MDR cells viability, CellTiter-Glo, 72 h. Potency, µM (titrated, usually from 46.1 µM), inactives show at the highest dose activity change, negative = cytotoxicity, usual class: cytotoxic. hit rate 3.4% among 400,000; note: % is set by controls: 0 for no effect and ±100 for the full control effect; nearly all actives have a fitted effect of over 60% in size
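Following 72 h at 37 degrees C with compound, KB-V1 cell viability was read by CellTiter-Glo luminescence, medium being phenol-red-free DMEM plus 10% FBS; concentration-response parameters came from normalized, curve-fitted qHTS data.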
HT1080NT lethal – qHTS for induction of synthetic lethality in tumor cells producing 2HG: qHTS for the HT-1080-NT fibrosarcoma cell line. HT-1080-NT fibrosarcoma viability, CellTiter-Glo ATP luminescence, 48 h. Potency, µM (series often up to 46.1 µM), for the others: at the top dose activity, negative = less viability, actives largely listed as cytotoxic. hit rate 1.6% among 360,000;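 note: NT is the 2HG producing partner of a matched IDH1 knockdown line; 0% = DMSO-treated cells and -100% = media-only wells without cells; nearly all actives have a fitted effect of over 55% in size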
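Viability by CellTiter-Glo luminescence after 48 h compound exposure at 37C of HT-1080-NT cells (750/well, RPMI, 5% FBS). % activity scaled between DMSO wells and medium-only wells, then curve-fitted and categorized by curve class.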
GLP1R cytotox – qHTS of GLP-1 Receptor Inverse Agonists: Cytotox Screen | HEK293 cAMP-luciferase reporter cells, luminescence, 24 h | hit rate 0.13% among 410,000 | Potency, µM (highest dose often 38.3 µM), for inactives: at the highest dose activity change, negative = inhibition, hits mostly inhibitors;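 note: loss of luciferase light is scored as toxicity; % is set by controls: 0 for no effect and ±100 for the full control effect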
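Luminescence readout: signal drop marks cytotoxicity. Plated cells grew 12 h at 37 °C, 5% CO2, received 23 nL compound for 24 h, then got luciferase reagent, read after 12 min at RT.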
TDP-43 yeast inh – qHTS of TDP-43 Inhibitors. TDP-43 expressing yeast growth rescue, BacTiter-Glo, 24 h. Potency, µM (titrated, usually from 46.1 µM), for inactives: at the top dose growth rescue (activation), actives largely listed as activators. hit rate 1.8% among 410,000; note: % of control where 0% means no effect; nearly all actives have a fitted effect of over 50% in size
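Readout is BacTiter-Glo luminescence of cell growth, so inhibitors register as activators. TDP-43-expressing yeast at OD600=0.02 in galactose medium, after raffinose pregrowth to mid-log, were incubated with compound for 24 hr at 30 deg C.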
* = called active by the depositor; ? = inconclusive; / = no result given; [ ] = dose if it differs, or a comment. Calls come from the whole dose curve; as a rule, active = well fitted curve in the direction sought with a large enough effect; inconclusive = small, poorly fitted or top-dose-only effect, or another doubt; inactive = no such curve, though single readings can be large; an effect the other way counts as inactive or inconclusive. Potency is the fitted concentration of half-maximal effect.

Compound	GLP-1R agonist	SW480 rereplic	KB-3-1 tox	GLP-1R inv ag	HT1080 IDH1KD tx	KB-V1 cytotox	HT1080NT lethal	GLP1R cytotox	TDP-43 yeast inh
CC1(C)CC(NC(=O)c2ccc(Br)o2)CC(C)(C)N1	9%	-10%	-4%	5%	12%	?	1%	12%	-15%
O=C(O)c1ccc(CNC(=O)c2ccccc2NC(=O)c2cccc([N+](=O)[O-])c2)cc1	3%	-64%[inhibitor]	21%	20%	-1%	?	15%	11%	-17%
O=C(O)Cc1ccc(Oc2ncc(C(F)(F)F)cc2Cl)cc1	0%	-2%	0%	43%[activator]	12%	11%	14%	20%	13µM*
CC(=O)n1cc([C@@H]2C=C(C(=O)N3CCN(C)CC3)O[C@H](OCc3ccc(CO)cc3)C2)c2ccccc21	3%	-1%	-9%	2%	-1%	5%	-14%	23%	3%
CC(C)(C)NC(=O)Cn1c(=O)c(=O)n(Cc2ccccc2)c2ccc(Cl)cc21	-13%	-13%	4%	-20%	14%	21µM*	6%	-2%	22%
Cc1cccc(C)c1-n1nnnc1C1(C)CCC(=O)N1c1ccc(N2CCOCC2)cc1 (configuration not stated)	8%	/	-1%	13%	6%	-2%	10%	-5%	7%
Cc1ccc(CN2CC(C(=O)N3CCN(S(=O)(=O)c4ccc(C(C)C)cc4)CC3)CC2=O)cc1 (configuration not stated)	-6%	15%	3%	-18%	-1%	?	6%	-19%	5%
CCN(CC)CCNC(=O)C(=O)NCC1OCCN1S(=O)(=O)c1ccc([N+](=O)[O-])cc1 (configuration not stated)	-16%	13%	15%	-22%	5%	29%	12%	4%	12%
O=C(N/N=C/c1ccc(OC(F)F)cc1OC(F)F)c1cccc(S(=O)(=O)N2CCOCC2)c1	-1%	-2%	-3%	-2%[7.66 µM]	-4%	-4%	-2%	-1%[7.66 µM]	3%
CC1(C)C2CC=C(/C=N/NC(=S)NCCc3ccccc3)C1C2 (configuration not stated)	20%	-1%	?	?	?	?	?	?	24%
COc1cccc(-n2c(C)nnc2SCC(=O)Nc2ccccc2N2CCOCC2)c1	4%	-6%	8%	-1%	-2%	?	4%	-9%	0%
OCCCNc1nc(-c2ccc(Cl)cc2)nnc1-c1ccc(Br)cc1	12%	3%	23µM*	?	?	16%	?	-2%	16%
CCCN(CC(=O)Nc1ccc(F)c(F)c1F)C(=O)Cn1c(=O)cnc2ccccc21	-4%	-2%	28%	-10%	5%	-21%	3%	-8%	-19%
CC(=O)c1cccc(NC(=O)C2CCN(S(=O)(=O)c3ccc4c(c3)CCCN4C(C)=O)CC2)c1	/	/	6%	12%	/	6%	/	-11%	3%
CCOc1ccc(CCNCc2c(C(=O)O)c(C)n(Cc3ccccc3F)c2C)cc1	/	/	9%	-7%	/	?	/	3%	-8%
Cc1ccc(-n2ncc3c(=O)[nH]cnc32)c(C)c1	12%	1%	0%	0%	?	-16%	-6%	2%	7%
Cc1ccc2nc(/C(C#N)=N/O)[nH]c2c1	-17%	-1%	-2%	1%	1%	26%	0%	47%[activator]	12%
CCOC(=O)c1nn(-c2cccc(Cl)c2)c2nc(Nc3ccccc3)cc(=O)n12	11%	-3%	6%	-11%	13%	1%	19%	-4%	16%
COc1ccc(NC(=O)C2CCC(=O)N2C(=O)OCc2ccccc2)cc1 (configuration not stated)	-1%	-11%	2%	-10%	7%	?	25%	2%	0%
O=C(OCc1cccnc1)C1=Cc2ccccc2OC1	17%	-1%	9%	14%[7.66 µM]	-11%	-28%	0%	-2%[7.66 µM]	7%[9.22 µM]
CCCCc1nc2ccc(S(=O)(=O)O)cc2[nH]1	-2%	-10%	-9%	-2%	0%	-5%	9%	3%	1%
O=C(Nc1ccccc1C(=O)O)c1ccc(N2C(=O)C3CC=CCC3C2=O)cc1 (configuration not stated)	-2%	-5%	14%	3%	9%	24%	12%	-2%	4%
Cc1nc(-c2ccc(C(=O)Nc3ccccc3F)cc2)cs1	0%	-8%	?	?	21µM*	12µM*	12µM*	13%	-9%
CC(C)NC(=O)c1onc(CSc2ccc(F)cc2)c1C(=O)NC(C)C	17%	-1%	2%	?	-2%	-8%	0%	-27%	20%
CC(=O)c1c(C)n(C)c2ccc(OC(=O)c3ccco3)cc12	-1%	-6%	-1%	22%	-4%	-4%	3%	0%	-11%
COc1ccccc1OCCCCn1c(C(C)O)nc2ccccc21 (configuration not stated)	15%	-18%	-4%	-24%	-1%	-5%	6%	0%	13%
Cc1ccccc1NC(=O)Cc1nnc(SCC(=O)Nc2ccccc2)n1C	5%	0%	-2%	11%	0%	-18%	1%	-8%	6%
Cc1ccc(C(=O)N/N=C/c2c(O)ccc3ccccc23)cn1	17%	25%	9%	?	?	-12%	?	58%[activator]	-5%
c1ccc(C[C@H]2CN=C(Nc3ccccc3)N2CC2CCCCCC2)cc1	9%	?	-17%	4%	1%	-9%	?	7%	-9%
COC(=O)/C(=C/c1cccnc1)NC(=O)c1ccccc1	1%	-7%	-3%	11%	3%	9%	-3%	-6%	17%
Cc1cc(N2CCN(C)CC2)nc2ccc(NC(=O)Nc3ccccc3)cc12	/	/	0%	?	/	11%	/	-3%	14%
O=C(CSc1n[nH]c(-c2ccccn2)n1)Nc1ccc(Cl)cc1	-2%	9.2µM*	?	17%	?	0%	?	-14%	-10%
Cc1cnc(NC(=O)C2CCCO2)s1 (configuration not stated)	3%	0%	-1%	-11%	4%	6%	1%	3%	-14%
CCn1c(SCC(=O)Nc2ccccc2C)nc2nc3c(cc2c1=O)COC(C)(C)C3	-2%	-16%	-4%	10%	2%	-19%	6%	4%	10%
CCOc1ccc(NC(=O)NC2CCCc3ccccc32)cc1 (configuration not stated)	-3%	12%	7%	2%	17%	-3%	13%	6%	16%
COc1cc(C(=O)N2CCC(O)(c3ccccc3)CC2)cc(OC)c1OC	-3%	-2%	7%	56%[activator]	1%	3%	5%	-1%	5%
COc1ccc(-c2cc(C(F)(F)F)nc(SCCC(=O)Nc3cc(C)ccc3O)n2)cc1	-2%	/	-20%	19%	/	-31%	/	-2%	23%
CS(=O)(=O)Nc1ccc(C(=O)CSc2nnc(C3CC3)n2C2CC2)cc1	-15%	-30%	3%	2%	3%	12%	5%	-8%	-13%
COc1ccc(C(CNC(=O)Cc2ccccc2Cl)N2CCCCC2)cc1 (configuration not stated)	-1%	?	5%	-18%	-15%	-13%	-5%	-5%	-13%
O=C(O)C(F)=C1c2ccccc2-c2ccccc21	0%	0%	-23%	?	-15%	-25%	-5%	-23%	25%
Sc1nnc(-c2ccc(Cl)cc2)n1Cc1ccccc1	5%	2%	1%	?	8%	?	0%	-26%	?
CC1CCCN(CCCOc2ccccc2-c2ccccc2)C1 (configuration not stated)	-3%	27%	-23%	?	?	?	?	?	3%
COc1ccccc1-n1c(SCC(=O)Nc2ccccc2C)nc(O)cc1=O	-4%	0%	9%	0%	10%	-16%	0%	-3%	-16%
CCOc1ccc(C(=O)Nn2cnnc2)cc1OCC	1%	-14%	-3%	-2%	15%	9%	10%	2%	-9%
COc1ccc(C(=O)Nc2ccc(-c3nc4ccccc4s3)cc2C)cc1Cl	/	/	0%	12%	/	-20%	/	-2%	18%
CC(C)C(c1nnnn1C1CCCC1)N1CCCCC1 (configuration not stated)	1%	-6%	0%	-25%	10%	10%	3%	-9%	-8%
CCN(CC)S(=O)(=O)c1ccc(Br)c(OC)c1	11%	-4%	-1%	-9%	-11%	-17%	-19%	6%	13%
C/C(=N\NS(=O)(=O)c1ccc([N+](=O)[O-])cc1)c1ccc(NC(=O)c2ccco2)cc1	-1%	-8%	20%	?	-10%	-15%	-6%	-1%	16%
Nc1ccc(C(=O)NNC(=O)C2COc3ccccc3O2)cc1[N+](=O)[O-] (configuration not stated)	-13%	-3%	10%	0%	3%	12%	1%	-20%	-1%
C=CCNc1nc(NCCNC(C)=O)c2sc(-c3ccccc3)cc2n1	4%	/	0%	-14%	-26%	-4%	?	-8%	17%

Continuation:
Compound	GLP-1R agonist	SW480 rereplic	KB-3-1 tox	GLP-1R inv ag	HT1080 IDH1KD tx	KB-V1 cytotox	HT1080NT lethal	GLP1R cytotox	TDP-43 yeast inh
Cc1cccc(NC(=O)COC(=O)c2ccc3nc(C)c(C)nc3c2)c1	3%	-5%	10%	19%	2%	0%	-1%	0%	14%
Cc1nc(S(=O)(=O)N2CCN(C3c4ccccc4-c4ccccc43)CC2)cn1C	8%	21%	6%	-6%	7%	-19%	15%	-10%	-3%
O=C1CC(C(=O)O)S/C(=N\NC(=O)c2ccccc2)N1 (configuration not stated)	-13%	-7%	11%	7%	5%	11%	-6%	0%	-8%
NC(=O)C1CCN(C(=O)c2cccc3ccccc23)CC1	-1%	-7%	0%	5%	0%	14%	2%	-9%	18%

Of the compounds above, 3 contain a furan ring, fused or not:
Compound	GLP-1R agonist	SW480 rereplic	KB-3-1 tox	GLP-1R inv ag	HT1080 IDH1KD tx	KB-V1 cytotox	HT1080NT lethal	GLP1R cytotox	TDP-43 yeast inh
CC1(C)CC(NC(=O)c2ccc(Br)o2)CC(C)(C)N1	9%	-10%	-4%	5%	12%	?	1%	12%	-15%
CC(=O)c1c(C)n(C)c2ccc(OC(=O)c3ccco3)cc12	-1%	-6%	-1%	22%	-4%	-4%	3%	0%	-11%
C/C(=N\NS(=O)(=O)c1ccc([N+](=O)[O-])cc1)c1ccc(NC(=O)c2ccco2)cc1	-1%	-8%	20%	?	-10%	-15%	-6%	-1%	16%

Source: PubChem
